AGP1-GFP MLPCN – modulators of AGP1-GFP expression in yeast TOR pathway, primary screen, cell-based, multiplex flow cytometry, S. cerevisiae, MLPCN library | AID 2066, 2009 | 3 h; GFP as percent of DMSO wells | hit rate 0.02% among 320,000 | GFP response vs DMSO, % at 10 µM;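 active = GFP response relative to DMSO above a set limit, near screen average plus 3 SD, cut at about 150% in these data; inconclusive = fewer than 70 cells counted for the yeast strain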;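 note: median GFP channel fluorescence of the gated AGP1 strain per well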
proCasp3 act – activators of human procaspase-3 D3A mutant, primary screen, biochemical, absorbance, PC-3 D3A mutant, single concentration; recombinant procaspase-3 D3A, Ac-DEVD-pNA absorbance 405 nm; activation, % at 8.5 µM; hit rate 0.11% among 330,000;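 active = activation above the mean of all tested compounds plus 3 SD, cut at about 21% in these data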;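 note: 0% = DMSO alone and 100% = DMSO wells spiked with extra 5 µM PC-3 D3A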
Target sequence (P42574 whole entry D9A/D28A/D175A): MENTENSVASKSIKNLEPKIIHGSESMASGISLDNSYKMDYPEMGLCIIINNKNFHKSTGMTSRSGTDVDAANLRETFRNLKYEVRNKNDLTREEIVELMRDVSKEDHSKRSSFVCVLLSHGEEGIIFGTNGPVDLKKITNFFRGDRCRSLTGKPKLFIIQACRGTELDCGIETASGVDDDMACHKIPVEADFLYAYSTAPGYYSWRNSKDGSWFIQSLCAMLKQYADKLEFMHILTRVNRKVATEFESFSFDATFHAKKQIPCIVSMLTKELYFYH
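Assay system: Procaspase-3 D3A mutant, all three cleavage aspartates alanine. Buffer or medium: Zinc-free HEPES saline buffer with Triton X-100. Times: 1 h compound preincubation, 2 h substrate hydrolysis at 25 °C. Measured by: 405 nm absorbance of p-nitroaniline, reads at 0 and 120 min. Read-out basis: percent activation relative to control range. Replicates: singlicate.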
proCasp7 act – procaspase-7 activators, primary screen, counter-screen for procaspase-3 activator project, biochemical, absorbance, HTS, human; activation, % at 8.5 µM; Caspase-7 (Homo sapiens), P55210; recombinant procaspase-7, Ac-DEVD-pNA absorbance 405 nm; D23A/D198A/D206A triple mutant, cannot self-cleave; scale: DMSO 0, 5 µM enzyme 100; AID 463210, 2010; hit rate 0.093% among 330,000;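 active = percent activation above the screen-wide mean plus 3 SD, cut at about 25% in these data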
Target sequence (P55210 whole entry D23A/D198A/D206A): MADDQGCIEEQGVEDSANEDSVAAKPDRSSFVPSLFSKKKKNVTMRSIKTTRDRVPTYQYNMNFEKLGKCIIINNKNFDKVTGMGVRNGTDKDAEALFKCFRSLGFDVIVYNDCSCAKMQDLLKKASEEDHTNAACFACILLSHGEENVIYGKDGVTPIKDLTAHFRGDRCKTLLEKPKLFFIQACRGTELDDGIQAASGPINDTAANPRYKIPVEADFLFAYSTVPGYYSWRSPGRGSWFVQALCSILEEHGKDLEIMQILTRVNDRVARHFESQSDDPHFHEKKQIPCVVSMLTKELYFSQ
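Assay system – Uncleavable procaspase-7 mutant enzyme · Quantity – 2 µM procaspase-7 mutant as dispensed · Times – 1 h preincubation, 2 h reaction · Dosing – single nominal 8.5 µM compound dose, 0.8% DMSO final · Buffer or medium – Zinc-free 50 mM HEPES buffer, pH 7.4, with NaCl and Triton X-100 · Detection – Epi-absorbance of released pNA at 405 nm, two timepoints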
CIT2-GFP yeast – modulators of CIT2-GFP expression in yeast, primary screen, S. cerevisiae, GFP fusion, multiplex flow cytometry, MLPCN library; S. cerevisiae CIT2-GFP strain, 3 h; 100 means same as DMSO wells; GFP response vs DMSO, % at 10 µM; hit rate 0.065% among 320,000;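 active = GFP response relative to DMSO above a set limit, near the screen mean plus 3 SD, cut at about 150% in these data; inconclusive = Fewer than 70 cells measured for a yeast strain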;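 note: ratio of well median GFP fluorescence to mean of DMSO wells on the plate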
RPL19A TOR yeast – RPL19A-GFP expression modulators in yeast, primary screen, cell-based, S. cerevisiae, multiplex flow cytometry, MLPCN | S. cerevisiae RPL19A-GFP strain, 3 h; active compounds read low | percent response vs DMSO, % at 10 µM | hit rate 0.3% among 330,000;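 active = percent response vs DMSO below 50%; inconclusive = fewer than 70 events counted for the yeast strain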;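 note: median channel GFP fluorescence of the barcoded RPL19A-GFP strain; ratio of sample median GFP to plate DMSO average so 100% = DMSO; lower means less RPL19A-GFP as with rapamycin TOR inhibition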
MEP2-GFP yeast – modulators of MEP2-GFP levels in yeast, primary screen, S. cerevisiae, multiplex flow cytometry, MLPCN library; GFP response vs DMSO, % at 10 µM; S. cerevisiae MEP2-GFP strain, 3 h; 100% = DMSO control level; hit rate 0.51% among 330,000;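 active = GFP response versus DMSO above a set limit, roughly screen mean plus 3 SD, cut at about 180% in these data; inconclusive = fewer than 70 cells counted for a yeast strain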;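 note: median GFP fluorescence of the barcode-gated MEP2-GFP cells per well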
LAP4 TOR yeast – modulators of LAP4-GFP expression in yeast, primary screen, S. cerevisiae, multiplex flow cytometry, MLPCN library; 3 h; median GFP as percent of DMSO wells; GFP response vs DMSO, % at 10 µM; hit rate 0.34% among 320,000; AID 2023, 2009;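 active = GFP response vs DMSO above a set limit, about the screen mean plus 3 SD, cut at about 150% in these data; inconclusive = under 70 cell events counted for the yeast strain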
AHR act – AHR activators, primary screen, cell-based, luminescence, luciferase reporter, human; AID 2796, 2010; activation, % at 5 µM; hit rate 2.5% among 320,000; AHR-responsive luciferase reporter cells; Aryl hydrocarbon receptor (Homo sapiens), P35869; in the data active = activation above about 47%;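 note: 0% = vehicle wells and 100% = reference agonist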
Starred values were filed as active, the others as inactive; ? = inconclusive; . = not tested or not shown; [ ] = another dose, or the depositor's remark. Hits appear at their usual frequency; 3.5% or so of the library scored in one or more.

Each structure is followed by: RPL19A TOR yeast, proCasp3 act, AHR act, CIT2-GFP yeast, AGP1-GFP MLPCN, MEP2-GFP yeast, proCasp7 act, LAP4 TOR yeast
CS(=O)(=O)N1CCN(C(=O)c2ccccc2F)CC1
  101, 6, 0, 104, 101, 98, -7, 102
Cc1cc2cc(C(=O)N3CCc4c([nH]c5ccccc45)C3c3ccccn3)ccc2o1 (configuration not stated)
  96, -4, 20, 89, 91, 99, 0, 95
COC/C=C/C1=CC2=CC(=O)C(C)(OC(=O)c3cnc4ccccc4n3)C(=O)C2=CN1c1cccc(C#N)c1 (configuration not stated)
  102, -10, 2, 102, 115, 114, 7, 98
CC(C)CN(Cc1cc2ccccc2[nH]c1=O)C(=O)c1cccnc1
  97, 0, 5, 89, 101, 99, 9, 86
Cc1cc(C)n(CC(O)COc2ccc(C(C)(C)C)cc2)n1 (configuration not stated)
  99, 2, 1, 94, 96, 96, -2, 99
O=C(Cc1ccc(Cl)cc1)Nc1ccc(S(=O)(=O)Nc2ncccn2)cc1
  101, -3, 1, 108, 101, 100, -5, 93
Cc1ccc(-c2csc3ncnc(-n4nnc5ccccc54)c23)cc1C
  103, -6, 13, 100, 94, 97, 1, 77
COc1ccc(-c2nnc(-c3ccccc3O)o2)cc1
  100, 2, 2, 107, 101, 105, 14, 100
Cc1ccc(-c2noc(-c3c(C)noc3C)n2)cc1
  98, -1, 14, 101, 100, 102, 2, 111
COc1ccc(C(=O)NCc2nnc(SCC(=O)Nc3ccccc3OC)o2)cc1
  100, 1, 2, 94, 98, 98, -4, 89
CCn1c(SCC(=O)Nc2ccc(OC)cc2OC)nc2nc3c(cc2c1=O)COC(C)(C)C3
  98, -1, 2, 96, 105, 95, 10, 114
Cc1c(C(=O)OCc2ccccc2)[nH]c2c1C(=O)CC(c1ccco1)C2 (configuration not stated)
  106, -1, 7, 107, 104, 103, -5, 106
CNc1cc(C)nc(N2CCOCC2)n1
  97, 2, 0, 100, 107, 95, 8, 114
O=C(Nc1nnc(-c2ccc(Cl)cc2)o1)C1CCCCC1
  99, 2, -2, 94, 100, 95, 12, 96
CCN(CC)C(C(=O)NC1CCCCC1)c1ccc(C)cc1 (configuration not stated)
  103, 6, 1, 111, 101, 109, -4, 108
O=C(CCNC(=O)c1ccc(Cl)cc1)Nc1ccc(S(=O)(=O)N2CCCCC2)cc1
  97, 1, 0, 96, 93, 100, -5, 93
CCOC(=O)C1=C(COC(=O)Cc2ccccc2)NC(=O)NC1C (configuration not stated)
  75, -1, 1, 101, 97, 94, -3, 86
Cc1cccnc1NC(=O)c1cccc(S(=O)(=O)N2CCCC2)c1
  93, 5, 11, 100, 106, 95, 10, 105
CC(c1nc2ccccc2c(=O)[nH]1)N1CCOCC1 (configuration not stated)
  96, -5, 1, 97, 99, 99, 8, 97
FC(F)(F)Oc1ccc(NC(=S)NCc2ccccc2)cc1
  104, 0, 10, 103, 101, 102, 1, 96
Cc1c(C2(O)CCCCC2)[nH]c2cc(C(F)(F)F)ccc12
  92, -6, 48*, 95, 92, 95, -3, 109
Cn1nccc1C(=O)N1CCN(c2ncccn2)CC1
  99, 2, 1, 97, 96, 96, -6, 92
COc1ccc(S(=O)(=O)Nc2cccc3ccc(O)cc23)cc1
  98, 12, 5, 103, 110, 102, 13, 112
CCCCNc1c(-c2ccc(OC)c(SC(C)CC)c2)nc2ccc(Cl)cn12 (configuration not stated)
  95, 3, 6, 90, 98, 97, -9, 104
CN(Cc1cccs1)C(=O)CSc1nc2ccccc2[nH]1
  97, -1, 2, 107, 103, 101, 4, 101
COc1cc(/C=C/C(=O)OCC(=O)Nc2ccc(S(N)(=O)=O)cc2)ccc1O
  105, -7, -4, 101, 98, 107, 5, 96
COc1ccc(Cl)cc1C(=O)NNC(=O)CCNC(C)=O
  101, 4, 10, 96, 100, 100, -2, 98
CC1CCN(C(=O)CSc2nc3ccccc3[nH]2)CC1
  97, 4, -2, 94, 101, 97, 1, 100
O=C(CCN1C(=O)COc2ccccc21)N1CCN(c2ccccn2)CC1
  97, 5, -2, 96, 101, 98, 2, 96
O=C(O)c1c(C(=O)N2N=C3/C(=C/c4ccccc4)CCCC3C2c2ccccc2)cccc1[N+](=O)[O-] (configuration not stated)
  101, -5, 78*, 98, 103, 98, -10, 103
COc1ccc(CNC(=O)CCc2nnc3ccc(NCCCN4CCCC4=O)nn23)cc1
  90, 4, 3, 99, 96, 88, 2, 91
N#Cc1c2ccc(OCC(N)=O)cc2n2ccccc12
  95, 2, 9, 95, 98, 101, 4, 108
O=C(N[C@@H](Cc1c[nH]c2ccccc12)C(=O)O)c1ccc(Cl)cc1
  101, 6, 7, 99, 94, 93, 7, 93
O=C1[C@@H]2C3C=CC(O3)[C@@H]2C(=O)N1c1ccccc1
  96, -20, 0, 96, 87, 92, -40, 109
COCCOC(=O)C1=C(C)NC(=O)NC1c1cn(-c2ccccc2)nc1-c1cccs1 (configuration not stated)
  91, 1, 6, 81, ., 86, 18, 84
O=C(OCC(=O)N1CCCc2ccccc21)c1cccc(S(=O)(=O)N2CCc3ccccc32)c1
  103, -5, 3, 106, 107, 110, 3, 98
Fc1ccc(-c2ccnc3nc(N4CCN(c5ccccc5)CC4)nn23)cc1
  98, 5, 31, 94, 100, 96, 2, 109
CC1=CC(=C(C#N)c2nc3ccccc3s2)C=C(C)N1c1ccc(F)cc1
  103, -6, 16, 103, 98, 97, -13, 113
Cc1cccn2c(=O)c3cc(C(=O)NCCc4ccccc4)c(=N)n(Cc4ccco4)c3nc12
  53[may fluoresce violet], -15, 5, ?, ?, 400*[may fluoresce violet], -17, 80[may fluoresce violet]
CN(C)S(=O)(=O)c1ccc(NC(=O)c2cccnc2)cc1
  105, 4, 0, 104, 112, 113, 3, 105
CCn1cc(NC(=O)CCl)c(C)n1
  110, 1, 0, 111, 104, 102, -5, 105
COCCn1c(SCC(=O)N2CCc3ccccc32)nc2c(c1=O)SC(C)C2 (configuration not stated)
  99, 4, 4, 94, 99, 99, 7, 110
COc1ccccc1NC(=O)C(C)OC(=O)/C=C/c1ccc2ccccc2n1 (configuration not stated)
  102, -1, 15, 105, 104, 108, 13, 118
COc1cccc(C2=CC(=O)C[C@H](c3ccc(F)cc3)C2)c1
  97, 8, 0, 102, 102, 99, -6, 103
COc1ccc(C2C3=C(Nc4ncnn42)c2ccccc2CCC3)cc1 (configuration not stated)
  99, 3, 0, 98, 99, 98, 3, 97
O=C(NCC(=O)N1CCN(S(=O)(=O)c2ccccc2)CC1)c1ccc2ccccc2c1
  104, 3, 0, 98, 113, 106, 1, 106
O=C(OC(C(=O)NCc1cccs1)c1ccccn1)c1cccs1 (configuration not stated)
  97, 1, 2, 101, 101, 103, -2, 98
O=C(NC1CCCCCCC1)c1cccc(Cl)c1
  94, 2, 26, 104, 104, 95, -6, 114
O=C(O)CCn1cc(-c2ccc(Cl)cc2)nc1-c1ccncc1
  101, 6, 4, 105, 111, 101, -6, 94
CCOC(=O)C1CCCN(C(=O)c2cccc(S(=O)(=O)N3CCOCC3)c2)C1 (configuration not stated)
  100, 3, 2, 101, 98, 97, -3, 93
C=CCNC(=S)N1CCC(C(=O)c2ccc(OC)cc2)CC1
  102, 1, 2, 120, 96, 104, 4, 95
Cc1cc(C)nc(NC(=O)Nc2ccc(F)cc2F)n1
  110, ., ., 97, 87, 109, ., 84
O=C1NC(=O)C2C1C(c1ccc([N+](=O)[O-])cc1)=NN2Cc1ccccc1 (configuration not stated)
  98, -19, 5, 92, 90, 97, -28, 88
Cc1cc2c(c(N3CCOCC3)n1)C(=O)OC2
  97, -4, 0, 103, 97, 104, 5, 106
COc1ccc(C(=O)N/C(=C\c2ccc3c(c2)OCO3)C(=O)Nc2cccc(C(=O)O)c2)cc1
  108, -2, 0, 109, 103, 102, 4, 98
Fc1cccc(Cl)c1CNn1cn[nH]c1=S
  99, 4, 2, 102, 94, 99, -6, 83
Oc1ccc(N=Nc2ccc3c(c2)OCO3)c2ccccc12
  100, 7, 7, 113, 96, 121, 3, 122
O=C(NCc1ccco1)c1ccc(=O)oc1
  93, 4, -2, 99, 95, 93, 3, 90
COc1ccc2nc(NC(=O)c3cccc(OCc4c(C)noc4C)c3)sc2c1
  94, 2, -12, 91, 90, 97, 22, 93
COc1ccc(-c2noc(CNC(=O)c3ccc4c(c3)OCO4)n2)cc1
  105, 9, 7, 103, 104, 103, 4, 109

Remaining list, next part.
Each structure is followed by: RPL19A TOR yeast, proCasp3 act, AHR act, CIT2-GFP yeast, AGP1-GFP MLPCN, MEP2-GFP yeast, proCasp7 act, LAP4 TOR yeast
CCOC(=O)C1CCCN(c2c(NCCN(C)Cc3ccccc3)c(=O)c2=O)C1 (configuration not stated)
  99, 0, 0, 97, 96, 84, 11, 85
NCCCNC(=O)Cn1c(=O)c2c3c(sc2n(Cc2ccccc2)c1=O)CCCC3
  100, ., ., 94, 95, 104, ., 96
CCOC(=O)C1=C(N)n2c(s/c(=C/c3ccco3)c2=O)=C(C(=O)OC)C1c1ccco1 (configuration not stated)
  96, -4, 4, 99, 91, 101, -6, 91
O=C(COc1ccccc1Cl)NCc1ccncc1
  97, 2, 17, 101, 99, 99, -1, 98
COc1cc(CC(=O)OCC(=O)c2ccc(F)cc2)cc(OC)c1OC
  101, 7, 0, 107, 107, 102, 5, 100
